UHRF1 MBD2 ctr: human UHRF1 methylated DNA binding inhibitors | UHRF1 binding to methylated oligo, TR-FRET | inhibition, % at 4.4 µM | 370,000 compounds, 0.75% hits | AID 687016; in the data active = inhibition above about 21%;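 also: UHRF1 SRA domain binding a hemimethylated CpG hairpin DNA probe; 0% = median of test compound wells and 100% = reference inhibitor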
PG9 Ab binder: small molecules binding HIV-1 gp120 antibody PG9 | TR-FRET gp120-PG9 antibody binding | inhibition, % at 6.7 µM | 360,000 compounds, 0.43% hits | AID 624416; in the data active = inhibition above about 8.5%
mABHD4 FP: inhibits mouse alpha/beta hydrolase domain 4. Q8VD66. purified mABHD4, FP-Rh probe fluorescence polarization. inhibition, % at 8.92 µM. 370,000 compounds, 0.54% hits;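 active = inhibition exceeding the mean over every tested compound plus 3 SD, cut at about 30% in these data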;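 also: 0% = plate median of compound wells and 100% = S159A mutant with DMSO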
Target sequence (Q8VD66 whole entry, looked up, the tested form may be a part): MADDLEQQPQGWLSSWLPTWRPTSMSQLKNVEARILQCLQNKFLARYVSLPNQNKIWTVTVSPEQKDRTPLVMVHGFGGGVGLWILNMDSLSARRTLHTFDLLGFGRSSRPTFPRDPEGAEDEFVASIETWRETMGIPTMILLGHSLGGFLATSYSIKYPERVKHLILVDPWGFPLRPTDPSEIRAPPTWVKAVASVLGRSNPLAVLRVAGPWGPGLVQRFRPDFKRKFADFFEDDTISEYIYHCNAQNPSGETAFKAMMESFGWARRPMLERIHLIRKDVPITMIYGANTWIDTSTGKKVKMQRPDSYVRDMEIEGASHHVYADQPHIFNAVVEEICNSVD
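Test system: mABHD4 protein | Buffer or medium: HEPES pH 7.0 buffer, 150 mM NaCl, 0.01% Pluronic F-127 | Probe or stimulus: FP-Rh fluorescent activity-based probe, added after compound pre-incubation | Timing: Pre-incubation 45 min, probe exposure 60 min, at 25 °C | Technique: Fluorescence polarization, excitation 525 nm, emission 598 nm, BODIPY TMR filters | Repeats: Single well per compound (singlicate)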
LEDGF integ inh: blocks HIV-1 LEDGF/p75-dependent DNA integration; TR-FRET IN-LEDGF/p75 DNA integration, Eu/Cy5; inhibition, % at 3.7 µM; 370,000 compounds, 0.64% hits; AID 743269;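 active = inhibition above the screen-wide mean plus 3 SD, cut at about 13% in these data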;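 also: signal is the Cy5 over europium emission ratio at 671 and 618 nm; 0% = plate median of compound wells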
Tn7 DDE FP: disrupts Tn7 cyclic peptide binding to fibrin D-Dimer-E complex; AID 720508; P02675; 370,000 compounds, 0.13% hits; inhibition, % at 8.3 µM; FP displacement of FITC-Tn7 peptide from fibrin DD(E); 0% = median of compound wells per plate;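 active = inhibition above the mean of compounds falling within the control limits plus 3 SD of them, cut at about 14% in these data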;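 also: 0% = plate median of compound wells and 100% = 10 µM Aha-Tn7 peptide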
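system = human fibrin DD(E) protein | quantity = DD(E) 2 µM final | medium = Tris/NaCl/CaCl2 buffer, pH 7.8 | also added = labelled Tn7 tracer, 0.1 µM | compound dosing = single point at 8.3 µM | timing = compound with protein 10 min, then 3 h after probe, room temperature | signal = FP measurement | benchmarks = Aha-Tn7 high control | repeats = one replicate per compound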
HTRA1 inhibitor: inhibitors of human serine peptidase HTRA1. inhibition, % at 5.96 µM. AID 504803. recombinant HTRA1, FP-rhodamine activity-based probe, fluorescence polarization. 340,000 compounds, 0.5% hits. Q92743; in the data active = inhibition above about 36%;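 also: 0% = enzyme with DMSO and 100% = wells lacking enzyme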
SIAE primary: blocks human sialic acid acetylesterase | 370,000 compounds, 0.69% hits | AID 1053197 | SIAE FP-Rh probe binding, fluorescence polarization | inhibition, % at 9.66 µM | Q9HAT2;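 active = inhibition above a cutoff: mean of compounds within the control limits plus 3 SD of those, cut at about 17% in these data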;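 also: 0% = plate median of compound wells and 100% = probe without SIAE protein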
TDP2 inh: blocks human TDP2 phosphodiesterase activity; inhibition, % at 12.8 µM; O95551; 370,000 compounds, 0.34% hits; recombinant TDP2, T5PNP hydrolysis, p-nitrophenol absorbance 415 nm;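 active = inhibition above the mean of all tested compounds plus 3 SD, set per campaign, cut at about 25% in these data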;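 also: 0% = DMSO with enzyme and 100% = buffer with substrate but no TDP2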
Target sequence (O95551 whole entry, looked up): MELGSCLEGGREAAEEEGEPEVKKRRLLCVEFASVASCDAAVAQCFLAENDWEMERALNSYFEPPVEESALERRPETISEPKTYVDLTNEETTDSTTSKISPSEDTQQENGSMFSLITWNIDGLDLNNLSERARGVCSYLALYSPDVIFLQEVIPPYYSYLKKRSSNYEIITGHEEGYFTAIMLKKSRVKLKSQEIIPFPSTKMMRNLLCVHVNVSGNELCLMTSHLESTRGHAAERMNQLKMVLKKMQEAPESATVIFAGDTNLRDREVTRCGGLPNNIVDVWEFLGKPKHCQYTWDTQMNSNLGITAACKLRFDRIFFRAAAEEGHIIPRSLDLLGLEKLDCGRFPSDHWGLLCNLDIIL
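Test system: human TDP2 enzyme; Input: 120 nM TDP2 per well; Buffer or medium: Mg2+-containing Tris-HCl buffer, pH 7.5; Reagent: 5 mM T5PNP; Dosing: 12.8 µM single point, 1% DMSO; Incubation: reaction 2 h, 37 °C; Detection: p-Nitrophenol epi absorbance; Read-out: % inhibition relative to enzyme-containing and enzyme-free wells; Replicates: single well per compound.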
PRMT1 FP inh: blocks human protein arginine methyltransferase 1; Q99873; recombinant PRMT1, activity-based probe fluorescence polarization; inhibition, % at 2.79 µM; 370,000 compounds, 1.3% hits; AID 652257;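 active = inhibition above about 21% made by adding two undisclosed values, limit read from the data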
Target sequence (Q99873 whole entry, looked up): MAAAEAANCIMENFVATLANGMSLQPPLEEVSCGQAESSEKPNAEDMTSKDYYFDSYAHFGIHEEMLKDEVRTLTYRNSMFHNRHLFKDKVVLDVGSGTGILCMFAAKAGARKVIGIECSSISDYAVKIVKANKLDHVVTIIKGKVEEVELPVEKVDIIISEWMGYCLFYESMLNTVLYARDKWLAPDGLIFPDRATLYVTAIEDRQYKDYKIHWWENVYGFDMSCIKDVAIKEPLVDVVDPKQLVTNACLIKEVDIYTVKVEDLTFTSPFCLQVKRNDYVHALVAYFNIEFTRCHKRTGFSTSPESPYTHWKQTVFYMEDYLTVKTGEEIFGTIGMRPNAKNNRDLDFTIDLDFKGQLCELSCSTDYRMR
TCR CD3 inh: human TCR-CD3 binding inhibition; TAMRA-labeled TCR probe fluorescence, biochemical; inhibition, % at 9.4 µM; 360,000 compounds, 0.37% hits; AID 651800; in the data active = inhibition above about 19%;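 also: recombinant mutant TCR 2C K166C tagged with TAMRA read by polarization; 0% = receptor in buffer alone and 100% = receptor with positive control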
Starred values were filed as active, the others as inactive; x = not tested or not shown. Outcome played no part in choosing rows, and some 4.2% of all compounds hit somewhere here.

SMILES | UHRF1 MBD2 ctr | PG9 Ab binder | mABHD4 FP | LEDGF integ inh | Tn7 DDE FP | HTRA1 inhibitor | SIAE primary | TDP2 inh | PRMT1 FP inh | TCR CD3 inh
Cc1cc(Nc2ccccc2)n(-c2ccccc2)n1 | -1 | -2.1 | 8 | 0 | -4 | -1 | -3 | 2 | 0 | 1
CC(C)(C)OC(=O)NCCCCCNC(=O)c1[nH]cnc1C(=O)Nc1cc(Br)ccc1F | -1 | -0.4 | -15 | -3 | -2 | -58 | -9 | 5 | -1 | -2
O=c1nc(N(c2ccccc2)c2ccccc2)[nH]c(=O)[nH]1 | -2 | 0.3 | 0 | -1 | -2 | -2 | 7 | 0 | -1 | 1
CC1(C)CC(=O)C2=C(C1)N(c1ccccc1)C(N)=C(C#N)C2c1cccnc1 (configuration not stated) | 0 | -1.9 | -2 | 0 | 3 | 1 | 5 | -7 | -2 | 2
CC(C)CN1CC(C)C(=O)N(c2ccccc2)C1=O (configuration not stated) | -1 | -1.3 | 2 | 3 | -7 | 0 | -1 | -4 | -3 | 8
C/C(=N\NC(N)=S)c1ccncc1 | 0 | -1.4 | 4 | 1 | 0 | x | 1 | 8 | -2 | 2
CCCNC(=O)c1ccccc1NS(=O)(=O)c1ccc2c(c1)OCCO2 | 1 | 2.4 | -6 | 1 | 5 | -5 | -1 | -4 | -1 | 5
CCN(CC)S(=O)(=O)c1cccc(NC(=O)c2ccc(SC)cc2OC)c1 | -4 | 0.7 | -11 | -1 | 0 | -34 | -15 | 13 | -1 | 1
Cn1c(=O)c2c(nc(NCc3ccccc3)n2CC(=O)NCc2ccccc2)n(C)c1=O | 1 | 0.5 | 1 | -1 | -4 | 10 | -3 | 7 | 1 | -6
CCCn1nnc(NC(=O)c2ccc3c(c2)OCO3)n1 | 3 | -0.5 | -1 | 5 | -12 | -1 | 7 | -10 | -1 | -1
C#CCN(C[C@@H]1[C@@H](OC(=O)Nc2cccs2)[C@@H](OC(=O)Nc2cccs2)C[C@H](C(=O)OC)[C@@H]1C(=O)OC)S(=O)(=O)c1ccc(C)cc1 | 0 | -0.3 | -18 | -2 | 8 | x | -15 | -6 | 3 | 8
CC(=O)NCC(=O)OCC(=O)c1ccc(Br)cc1 | -3 | 0.3 | -8 | 3 | -7 | 10 | 9 | 7 | -2 | -1
Cc1nc(N)sc1C(=O)N/N=C/c1ccco1 | -7 | -1.0 | 0 | 2 | -7 | 9 | 3 | -3 | 0 | 10
Cc1cccc(N(Cc2ccccc2)C(=O)CCl)c1 | 5 | -1.6 | -10 | -3 | 4 | -1 | -5 | -4 | 16 | -7
O=C(COC(=O)/C=C/c1cccs1)Nc1ccc(F)cc1 | -1 | -0.9 | -1 | -1 | 0 | -7 | 0 | 3 | 0 | 8
COc1ccc(OC)c(C(=O)COC(=O)c2cc(C)oc2C)c1 | -1 | -1.3 | 2 | -3 | -9 | -5 | 1 | 5 | 0 | 6
CCC(=O)N(c1nnc(SCC(=O)c2ccc[nH]2)s1)C1CC1 | -1 | 1.0 | 4 | -6 | 6 | 4 | 0 | -1 | 7 | -8
CCOC(=O)C(=O)NCc1ccc(/C=C2/N=C(C)C(C(=O)OCC)=C2O)o1 | -5 | -9.5 | 15 | 9 | -9 | 8 | 3 | -1 | 18 | 6
Cc1ccc(S(=O)(=O)/N=C2\SC(CC(=O)Nc3ccc(F)cc3)C(=O)N2c2ccccc2)cc1 (configuration not stated) | -7 | 2.1 | -25 | 3 | 9 | -34 | -9 | 8 | 2 | 0
CCOC(=O)N1CCN(c2c(NCCc3ccc(OC)c(OC)c3)c(=O)c2=O)CC1 | -2 | 0.3 | 0 | 4 | 2 | 7 | 2 | 4 | -5 | -1

Single values from the list.
`CCOC(=O)C(=O)NCc1ccc(/C=C2/N=C(C)C(C(=O)OCC)=C2O)o1` in SIAE primary reads 3
`CC(=O)NCC(=O)OCC(=O)c1ccc(Br)cc1` in PG9 Ab binder reads 0.3

(listing goes on)
SMILES | UHRF1 MBD2 ctr | PG9 Ab binder | mABHD4 FP | LEDGF integ inh | Tn7 DDE FP | HTRA1 inhibitor | SIAE primary | TDP2 inh | PRMT1 FP inh | TCR CD3 inh
CCOC(=S)SCC(=O)Nc1nc(-c2ccccc2)cs1 | -4 | -1.7 | -11 | -3 | -2 | 5 | -13 | 16 | 26* | 1
O=c1cnc2ccccc2n1Cc1ccc(Br)cc1 | 4 | 0.1 | 7 | -3 | -6 | -9 | 0 | -1 | 1 | -4
CCOC(=O)c1cccc(NC(=O)CNC(=O)C2CCCCC2)c1 | -3 | -1.8 | -3 | -3 | 3 | -5 | 4 | -7 | -3 | 10
CCOc1ccccc1CN1CCNC(=O)C1CC(=O)N(C)CCC1CCOCC1 (configuration not stated) | -3 | -0.7 | -1 | 4 | 7 | 1 | 2 | -3 | -5 | 9
CCN(C(=O)COC(=O)c1cc2c(s1)CCCCC2)C1CCS(=O)(=O)C1 (configuration not stated) | 0 | -3.8 | -6 | 1 | 1 | 1 | -1 | 4 | 2 | 0
COC(=O)c1ccc(NC(=O)CC2C(=O)N(C)C(=S)N2Cc2ccc(S(N)(=O)=O)cc2)cc1 (configuration not stated) | -3 | 0.6 | 3 | 2 | -6 | 2 | 1 | 0 | 2 | 7
NC(=O)c1ccc(-c2nnn(CC(=O)Nc3cccc(S(=O)(=O)N4CCCC4)c3)n2)cc1 | -1 | -1.8 | -7 | 2 | -3 | -8 | -22 | -6 | 1 | 1
O=C(C1CC(c2ccc(F)cc2)=NO1)N1CCCc2ccccc21 (configuration not stated) | 2 | -0.5 | -6 | 0 | 5 | -3 | 2 | 0 | -4 | -7
O=C1CSc2ccc(S(=O)(=O)CCC(=O)NC3CCCCC3)cc2N1 | 2 | -1.4 | -6 | -3 | 6 | 3 | 2 | -7 | 5 | -3
C=CCSc1nc2sc3c(c2c(=O)[nH]1)CCC3 | 3 | 1.7 | 4 | 2 | 0 | -1 | 5 | 0 | 2 | -5
N=c1n(CCO)c2ccccc2n1Cc1ccc(Cl)cc1 | -3 | 0.9 | 2 | 1 | 4 | 5 | -7 | 10 | 1 | 2
O=C(NC1CCOC1=O)c1ccccc1 (configuration not stated) | -1 | -0.7 | -5 | -1 | 8 | 10 | -7 | -6 | -2 | 3
OC(c1ccccc1)(c1nc(-c2cc3ccccc3o2)cs1)C(F)(F)F (configuration not stated) | -3 | 0.4 | -43 | -1 | 3 | x | -20 | -5 | -1 | 5
COCCN1C(=O)COc2ccccc2C1C(=O)Nc1ccc2c(c1)OCCO2 (configuration not stated) | 0 | 1.0 | 5 | -2 | -3 | x | 2 | 10 | -3 | -7
CC(=O)C[C@H]1c2cc(C(F)(F)F)ccc2S(=O)(=O)N1Cc1ccccc1 | 1 | -2.4 | 0 | -2 | 6 | -5 | 1 | -4 | 1 | -3
CN(C(=O)COC(=O)CNC(=O)c1ccc(C(C)(C)C)cc1)c1c(N)n(Cc2ccccc2)c(=O)[nH]c1=O | -1 | 0.9 | 1 | -1 | -3 | 5 | -9 | 14 | 1 | 1
CN(C)c1ccc(CNCCC2(O)CCOC(C)(C)C2)cc1 (configuration not stated) | -2 | 0.3 | 1 | 0 | -8 | 0 | 4 | 3 | -1 | 8
O=C1C=C(c2ccc(F)cc2OCc2ccccc2)C[C@@H](c2ccc3c(c2)OCO3)C1 | 6 | -1.3 | 5 | 2 | -1 | 1 | -1 | 11 | 1 | 7
O=C(NCCCc1ccccc1)c1cccc(NC(=O)c2ccccc2)c1 | -3 | -1.4 | -6 | 2 | -3 | -45 | -8 | -7 | 0 | 4
CCCNC(=O)C1(C)CCCN(Cc2ccccc2C#N)C1 (configuration not stated) | -3 | 1.3 | -2 | 3 | -1 | x | 8 | 1 | -6 | 1
CC1C/C(=N\Nc2ccc(S(N)(=O)=O)cc2[N+](=O)[O-])CC(C)(C)C1 (configuration not stated) | -1 | -1.6 | -7 | -1 | 2 | -2 | 4 | -2 | 3 | -7
COc1ccc(NC(=O)CCNS(=O)(=O)c2ccc3[nH]c(=O)oc3c2)cc1Cl | -1 | -1.5 | 8 | -2 | 3 | 6 | 2 | 14 | -4 | 3
O=c1[nH]cnc2c1ncn2C1OC(CO)CC1F (configuration not stated) | -1 | -0.2 | 9 | -1 | 3 | x | 0 | -1 | 2 | -1
Cc1ccc(Cl)cc1N1CCN(C(=O)C2CCN(S(=O)(=O)c3c(C)nn(C)c3C)CC2)CC1 | 4 | -2.9 | 6 | -1 | -2 | -10 | 0 | -3 | -4 | 0
O=C(C#Cc1ccccc1)c1ccco1 | 1 | 3.6 | 2 | -1 | -7 | 0 | 2 | 2 | 17 | 7
CN(C(=O)COc1ccccc1C(=O)NCCOc1ccccc1)c1ccccc1 | 5 | -0.5 | 0 | -4 | -3 | -17 | 1 | -2 | 2 | -9
COCc1c(C(=O)N2CCN(c3ccc(C(F)(F)F)cn3)CC2)oc2ccccc12 | -1 | 2.5 | -4 | 2 | 4 | -9 | 9 | -4 | 0 | -14
Cc1cc(C)n2nc(C(=O)N3CCCC(Nc4ccc(C(C)C)cc4)C3)cc2n1 (configuration not stated) | 0 | -0.5 | 2 | 0 | 7 | -1 | 4 | -5 | 0 | 2
Cc1ccc(NC(=O)CCC(=O)NNC(=O)Nc2cccc(Cl)c2)c(C)c1 | 4 | -0.1 | -1 | 1 | 1 | -5 | 0 | 5 | -4 | 9
Cc1ccc(S(=O)(=O)NCCNC(=O)N2CCOCC2)cc1 | 5 | 0.6 | 4 | 0 | 5 | 4 | -5 | -5 | 2 | -4
COC(=O)c1cn(NC(=O)Cc2ccccc2OC)c(=O)c2ccccc12 | 0 | 1.4 | 2 | 4 | 7 | 1 | -7 | 13 | -7 | 8
Cc1cccc(OCCCCCN2CCOCC2)c1 | -1 | -1.1 | -8 | 3 | 5 | -2 | -7 | -22 | -3 | 9
CC(C)(C)OC(=O)NCCCC[C@H](NC(=O)c1nc[nH]c1C(=O)NCc1ccccc1)C(=O)OC(C)(C)C | 1 | -3.0 | -42 | 3 | 7 | -33 | -4 | -8 | 1 | -5
CCc1noc(C)c1C(=O)N1CC(C)SC1=Nc1ccc(Cl)cc1 (configuration not stated) | 4 | -2.1 | -7 | -1 | 6 | -13 | 4 | -6 | -1 | 1
N#Cc1nc(Cc2cccc3ccccc23)oc1NCC1CCCO1 (configuration not stated) | 0 | 1.3 | 1 | 1 | 0 | -6 | -3 | 0 | 2 | 1

Screens (PubChem)
